Compound activity as filed in PubChem BioAssay.
NR2E3 ag-1 – agonists of human nuclear receptor NR2E3; AID 2300; actives 0.12% (n = 320,000); GST-NR2E3/biotin-RetCOR TR-FRET, 1536-well; inhibition of corepressor binding, % at 4.78 µM;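 active = percent inhibition above the cutoff of mean plus 3 SD of all tested compounds, set per screening campaign, cut at about 20% in these data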;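 note: 0% = DMSO wells and 100% = biotin wells as full block of FRET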
Target sequence (Q9Y5X4 whole entry, looked up): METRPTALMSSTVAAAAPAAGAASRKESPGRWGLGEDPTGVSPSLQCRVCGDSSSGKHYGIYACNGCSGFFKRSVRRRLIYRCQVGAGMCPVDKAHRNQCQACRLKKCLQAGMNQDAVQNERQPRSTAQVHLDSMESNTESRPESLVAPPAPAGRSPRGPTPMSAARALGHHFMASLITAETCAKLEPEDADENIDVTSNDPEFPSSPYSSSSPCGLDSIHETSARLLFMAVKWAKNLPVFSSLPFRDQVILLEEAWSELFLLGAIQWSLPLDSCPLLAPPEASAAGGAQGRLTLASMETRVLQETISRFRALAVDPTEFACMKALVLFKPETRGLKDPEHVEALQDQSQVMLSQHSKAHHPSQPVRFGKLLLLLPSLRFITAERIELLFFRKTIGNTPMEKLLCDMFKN
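Test system – NR2E3–RetCOR corepressor complex · Quantity – NR2E3 fusion 1.35 nM · Buffer or medium – Tris pH 7.5 · Incubation – Compound–protein incubation for 5 h at 4 °C · Technique – TR-FRET, Eu(K)-anti-GST donor, streptavidin-D2 acceptor, ex 340, em 617/671 nm · Evaluation – percent inhibition of 671/617 nm emission ratio versus biotin and DMSO controls · Plate – 1536-well format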
m5-HT2A agonist – activates the mouse 5-HT2A serotonin receptor. CHO-K1 mHTR2A beta-arrestin complementation, luminescence; percent of 30 µM serotonin response. AID 624169. activation, % at 7.6 µM. actives 0.66% (n = 360,000);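 active = activation above a run cutoff, the mean activation of all tested compounds plus 3 SD, cut at about 14% in these data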;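 note: 0% = plate median of compound wells and 100% = 30 µM serotonin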
CaV13 FRET inh – Primary screen for inhibitors of IQ motif and Ca2+-dependent inactivation inhibitor domain binding in CACNA1D, Förster resonance energy transfer in living cells, …; HEK cells, CFP/YFP FRET ICDI-IQ, plate reader, 10 min; percent FRET-ratio fall versus neutral wells; actives 0.098% (n = 340,000); inhibition, % at 12.3 µM; AID 743397;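 active = mean replicate inhibition of at least 30% and at least 1% of replicates passing that level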;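 note: 0% = median of the neutral control wells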
PDI inh – inhibitors of human protein disulfide isomerase; P07237; PDI insulin aggregation turbidity, A650, 90 min; inhibition, % at 10 µM; actives 0.052% (n = 350,000);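 active = mean inhibition across replicates of 30% or more, whatever share of single replicates reach that level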;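 note: absorbance from insulin aggregation driven by PDI reduction with DTT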
Target sequence (P07237 whole entry, looked up): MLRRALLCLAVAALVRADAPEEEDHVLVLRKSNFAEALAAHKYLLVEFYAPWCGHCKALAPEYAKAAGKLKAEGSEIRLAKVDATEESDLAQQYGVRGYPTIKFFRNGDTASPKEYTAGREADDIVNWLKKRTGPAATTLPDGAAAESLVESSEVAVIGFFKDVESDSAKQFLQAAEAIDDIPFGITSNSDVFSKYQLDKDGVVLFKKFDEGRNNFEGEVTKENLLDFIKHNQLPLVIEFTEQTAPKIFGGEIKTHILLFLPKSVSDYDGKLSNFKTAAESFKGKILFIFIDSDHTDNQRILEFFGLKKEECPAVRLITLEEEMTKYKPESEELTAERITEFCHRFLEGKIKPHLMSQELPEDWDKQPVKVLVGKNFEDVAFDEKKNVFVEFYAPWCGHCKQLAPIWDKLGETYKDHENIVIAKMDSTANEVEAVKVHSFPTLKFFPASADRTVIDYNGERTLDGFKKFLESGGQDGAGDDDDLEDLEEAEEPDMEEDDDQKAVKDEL
H9c2 protect – myocardial damage modulation in H9c2 cells | actives 0.63% (n = 360,000) | H9c2 cardiomyocytes, H2O2 injury protection, ATPLite, 2 h | protection from H2O2 cell death, % at 20 µM;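 active = compounds giving at least 50% protection of heart cells from peroxide-induced death in the single-dose screen, raw or plate-pattern-corrected value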;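 note: 0% = DMSO wells with peroxide and 100% = DMSO wells without peroxide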
HIF-2a block – HIF-2a inhibition; 786-0 RCC cells HIF-2a reporter, luciferase luminescence, overnight; inhibition, % at 18.8 µM; actives 0.72% (n = 360,000);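 active = inhibition of the luminescence signal of 40% or more relative to plate controls, in a single-dose primary screen at 18.75 µM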
MITF TRPM1 inh – reduces MITF-dependent TRPM1 promoter luciferase signal; AID 488899; SK-MEL-5 TRPM1 promoter luciferase, 24 h; inhibition, % at 12.5 µM; actives 0.83% (n = 330,000);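 active = mean inhibition across replicates of 60% or more, whatever share of single replicates reaches that level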; note: values of inactives mirror those of a sister screen read the other way
Peg3 promoter – Peg3 promoter activity inhibition; HeLa PEG-Prom luciferase reporter, luminescence, overnight; actives 1.7% (n = 360,000); inhibition, % at 20 µM; AID 588405;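 active = inhibition of at least 50% at 20 µM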
hiPSC survival – enhancers of human iPSC single-cell survival; AID 602274; hiPSC single-cell survival, ATPlite luminescence; 100% = ROCK inhibitor wells, 0% = DMSO; survival enhancement, % at 20 µM; actives 0.044% (n = 360,000); in the data active = survival enhancement above about 18%;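 note: cells exposed to compounds for 16 hours before the ATP read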
NR2E3 ag-2 – activates human NR2E3 receptor. Q9Y5X4. CHO-S Gal4-NCOR/VP16-NR2E3 two-hybrid, luciferase. inhibition of corepressor binding, % at 3.98 µM. actives 0.35% (n = 360,000). AID 602229;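 active = inhibition above the mean of all tested compounds plus 3 SD, cut at about 70% in these data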;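 note: 0% = DMSO with NR2E3 transfected cells and 100% = cells lacking NR2E3 construct; higher means lower luciferase signal from less NR2E3 corepressor binding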
Shn3 3UTR inh – inhibitors of Schnurri-3 3'UTR reporter in osteoblasts; Clone20 osteoblast Shn3 3'UTR firefly luciferase, 24 h; inhibition, % at 12.5 µM; actives 0.52% (n = 360,000); AID 588674;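 active = mean inhibition of at least 75% with every replicate also reaching 75%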;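 note: 0% = median of neutral control wells and 100% = pilot-screen positive control compound; some compounds past the cut are filed as inactive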
An asterisk follows results filed as active; . = not tested or not shown. Not a hit list (roughly 3.9% active in at least one column).

Start of the data: the first six compounds (preview)
mol	HIF-2a block	Shn3 3UTR inh	hiPSC survival	Peg3 promoter	NR2E3 ag-2	NR2E3 ag-1	CaV13 FRET inh	H9c2 protect	PDI inh	MITF TRPM1 inh	m5-HT2A agonist
CC(C)NC(=O)Nc1ccc2c(c1)C(=O)N([C@H](C)CO)C[C@@H](C)[C@@H](CN(C)C(=O)NC1CCCCC1)O2	5	-20	-2.8	-1	0	.	-13	-1	14	0	3
CCOc1ccc2c(C)cc(=O)oc2c1OCC	18	-3	4.3	6	-1	-2	-5	15	-6	-12	-2
COc1cccc(CNC(=O)[C@@H]2CCCN2C(=O)OC(C)(C)C)c1	-5	.	0.8	.	10	.	-10	.	.	.	1
COCCn1nnnc1C(c1ccccn1)N1CCN(c2cccc(C)c2C)CC1 (stereo not given)	13	-11	5.0	12	5	-5	-5	4	-4	7	-3
CCOC(=O)c1c(N)sc(-c2ccccc2)c1C	-337	-49	0.7	-169	-58	1	.	-12	0	-57	-3
CCCCCCCNC(=O)C1(CC2CC(c3ccccc3)=NO2)CCN(C(=O)OC(C)(C)C)CC1 (stereo not given)	-258	-73	-2.1	-166	-97	1	-11	-1	-2	-54	-11

The list itself, from the start:
mol	HIF-2a block	Shn3 3UTR inh	hiPSC survival	Peg3 promoter	NR2E3 ag-2	NR2E3 ag-1	CaV13 FRET inh	H9c2 protect	PDI inh	MITF TRPM1 inh	m5-HT2A agonist
CC(C)NC(=O)Nc1ccc2c(c1)C(=O)N([C@H](C)CO)C[C@@H](C)[C@@H](CN(C)C(=O)NC1CCCCC1)O2	5	-20	-2.8	-1	0	.	-13	-1	14	0	3
CCOc1ccc2c(C)cc(=O)oc2c1OCC	18	-3	4.3	6	-1	-2	-5	15	-6	-12	-2
COc1cccc(CNC(=O)[C@@H]2CCCN2C(=O)OC(C)(C)C)c1	-5	.	0.8	.	10	.	-10	.	.	.	1
COCCn1nnnc1C(c1ccccn1)N1CCN(c2cccc(C)c2C)CC1 (stereo not given)	13	-11	5.0	12	5	-5	-5	4	-4	7	-3
CCOC(=O)c1c(N)sc(-c2ccccc2)c1C	-337	-49	0.7	-169	-58	1	.	-12	0	-57	-3
CCCCCCCNC(=O)C1(CC2CC(c3ccccc3)=NO2)CCN(C(=O)OC(C)(C)C)CC1 (stereo not given)	-258	-73	-2.1	-166	-97	1	-11	-1	-2	-54	-11
CCn1nc(C)c(CN2CCC(n3nccc3NC(=O)Cc3ccccc3)CC2)c1C	-4	-9	1.1	8	-15	4	-6	1	-8	-14	3
C[C@]12c3[nH]c4ccccc4c3CCN1C(=O)C(CC(=O)NCCCn1ccnc1)C[C@@H]2C(=O)N1CCCCC1 (stereo not given in full)	19	6	0.6	1	13	.	-6	3	-1	-2	3

Some of the entries above, reformatted:
mol: COCCn1nnnc1C(c1ccccn1)N1CCN(c2cccc(C)c2C)CC1 (stereo not given)
  HIF-2a block = 13
  Shn3 3UTR inh = -11
  hiPSC survival = 5.0
  Peg3 promoter = 12
  NR2E3 ag-2 = 5
  NR2E3 ag-1 = -5
  CaV13 FRET inh = -5
  H9c2 protect = 4
  PDI inh = -4
  MITF TRPM1 inh = 7
  m5-HT2A agonist = -3

mol: CCOC(=O)c1c(N)sc(-c2ccccc2)c1C
  HIF-2a block = -337
  Shn3 3UTR inh = -49
  hiPSC survival = 0.7
  Peg3 promoter = -169
  NR2E3 ag-2 = -58
  NR2E3 ag-1 = 1
  CaV13 FRET inh = .
  H9c2 protect = -12
  PDI inh = 0
  MITF TRPM1 inh = -57
  m5-HT2A agonist = -3

Continued.
mol	HIF-2a block	Shn3 3UTR inh	hiPSC survival	Peg3 promoter	NR2E3 ag-2	NR2E3 ag-1	CaV13 FRET inh	H9c2 protect	PDI inh	MITF TRPM1 inh	m5-HT2A agonist
O=C(CCc1ccc(S(=O)(=O)NC2CCCCC2)cc1)N(Cc1ccccc1)Cc1ccccc1	-26	25	6.5	-14	-13	3	.	-7	19	16	-4
CN(C)CCOc1ccc(C(C)(C)c2ccccc2)cc1	11	8	1.1	9	-16	-5	-3	-4	0	5	-1
CCN(c1ccccc1)S(=O)(=O)c1ccc(OC)c(NC(=O)CN2C(=O)NC(C)(C)C2=O)c1	8	0	3.3	4	-22	1	-2	2	12	-8	-4
CCOC(=O)c1cc2sccc2n1CC(=O)Nc1ccc(OC)cc1	22	18	-3.2	9	9	-1	-3	1	-5	-7	-7
c1cncc(-c2nnc3sc(C4CCCCC4)nn23)c1	-2	9	0.6	9	-12	0	-6	28	2	-5	2
C/C(=N\NC(=O)c1cc(C)nc2ccccc12)c1cccs1	1	-18	-0.5	4	-22	3	-18	8	2	-4	-9
CCOC(=O)N1CCN(C(=O)C2CCN(S(=O)(=O)CC)CC2)CC1	0	-12	-0.5	-3	-5	-2	-5	-4	1	6	0
CC(CCc1ccccc1)NC(=O)Cc1cccs1 (stereo not given)	-1	8	0.4	22	-19	2	-5	4	4	2	0
COc1ccc(NC(=O)N2CCCC2C(=O)NCc2ccccc2Cl)cc1 (stereo not given)	14	12	0.0	32	7	3	-20	-7	2	11	2
COc1ccc2c(c1)C(=O)CC(c1ccc3c(c1)OCCO3)O2 (stereo not given)	-245	-36	-0.3	-188	-122	3	-3	3	2	-36	5
Cc1ccc(-c2nc(SC(C)C(=O)N3CCOCC3)n[nH]2)cc1 (stereo not given)	-3	19	-0.5	-8	0	1	.	7	1	14	12
COc1cccc(NC(=O)COC(=O)Cc2ccc(Br)cc2)c1	15	4	-0.6	-4	-3	2	-5	0	2	1	-5
Cc1ccnc(NC(=O)c2cccc(S(=O)(=O)N3CCN(c4ccccc4)CC3)c2)c1	-72	-3	-0.4	-94	-132	-1	-12	-12	1	-36	-4
COc1cccc(NC(=O)CN(C)C(=O)c2cc(-c3ccccc3)nc3ccc(C)cc23)c1	-6	-3	-0.3	27	19	.	-6	14	2	6	-5
CCC(NC(=O)CNC(=O)CNC(=O)c1ccc(Cl)cc1Cl)c1ccc(C)cc1 (stereo not given)	11	-14	0.1	-7	1	-2	-3	-3	3	13	-2
COc1cc(C(=O)N2CCN(C(=O)c3ccccc3)CC2)cc(OC)c1OC	13	3	0.9	-6	-27	0	-7	0	9	3	-3
COc1ccc(OC)c(CCNC(=O)C(C)n2nc(C)c3c(C)n(-c4ccccc4)nc3c2=O)c1 (stereo not given)	10	6	0.1	6	-1	0	-7	2	5	9	0
COc1ccc(CC(=O)Nc2ccc(S(=O)(=O)Nc3cc(C)on3)cc2)cc1OC	3	-19	2.1	-5	1	-1	-4	5	19	-9	1
Cc1cc(OCC(=O)Nc2cccnc2)c2c(C)cc(=O)oc2c1	-11	19	0.8	-2	-1	0	-2	9	5	5	-1
O=C(CN1CCN(CC(=O)Nc2ccccc2C(F)(F)F)CC1)Nc1ccccc1F	22	1	0.5	10	1	-1	.	-3	0	1	1
CC(C)n1cnc2cc(NCc3ccccn3)ccc21	-96	-68	-1.7	-149	-19	0	-7	-2	-1	-53	4
COCCN(C(=S)Nc1cc(C)cc(C)c1)C(C)c1cccs1 (stereo not given)	23	-16	1.2	20	11	1	-6	22	0	11	5
CN1CN=C(NS(=O)(=O)c2ccc([N+](=O)[O-])cc2)NC1	-2	-5	0.0	-6	6	4	.	2	-7	9	-1
O=C(CSCc1cc(=O)n2nc(C3CC3)sc2n1)Nc1ccccc1Cl	20	-10	0.7	4	2	-1	-17	4	2	12	-3
CC1(C)CC(CC(=O)Nc2ccccc2[N+](=O)[O-])C(=O)O1 (stereo not given)	-2	-12	-0.7	8	-27	2	-6	8	6	5	1
CCn1c(COc2ccc(C)cc2)nnc1SCC(=O)Nc1ccc2c(c1)OCCO2	-8	-16	5.6	3	1	-3	.	0	-2	0	-2
COc1cccc(/C=N/n2cnc3c(cnn3-c3ccccc3)c2=O)c1	-30	-13	0.3	-26	-34	2	-19	4	-4	.	-1
CCOC(=O)c1ccc(Nc2nc(N3CCOCC3)nc(N3CCOCC3)n2)cc1	-15	5	-0.4	-18	0	5	-3	10	2	-43	4
Cc1ccccc1-c1noc(-c2cccs2)n1	-247	-61	3.2	-238	-83	5	-6	-22	-6	.	3
CC(=O)NC(NC(=S)Nc1c(C)n(C)n(-c2ccccc2)c1=O)C(Cl)(Cl)Cl (stereo not given)	24	7	2.5	1	-24	.	-6	0	4	25	1
CCCc1cc(CN(C)C(=O)CC2C(=O)NCCN2Cc2ccccc2C)[nH]n1 (stereo not given)	6	-4	-0.3	9	-5	2	-6	-1	6	6	0
O=C(NCc1cccnc1)Nc1cccc(C(F)(F)F)c1	-10	-5	0.0	9	4	.	-3	-1	-1	-11	-5
CC1CCN(S(=O)(=O)c2ccc(C(=O)N3CCCC3C(=O)O)cc2)CC1 (stereo not given)	8	-2	4.6	1	-6	-3	-18	-3	14	-3	1
CS(=O)(=O)c1ccc2nc(NC(=O)c3ccc(NS(=O)(=O)c4cccc([N+](=O)[O-])c4)cc3)sc2c1	-2	-2	0.4	-10	0	2	-4	4	-1	-8	-9
CNc1ccc(C=C2C=Cc3ccccc32)cc1	-207	-36	-2.8	-291	-152	.	-8	-9	-1	-21	-9
